Screening results: PubChem BioAssay, several laboratories
IL1B NFkB pot = enhances IL-1B driven NFkB nuclear translocation | activation, % at 2 µM | 94,000 tested, 0.3% active | HUVEC IL-1B NFkB p65 nuclear translocation imaging | AID 819;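 active = activation above 40%, about the mean plus 3 SD, also judged a hit on visual image review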;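 also: percent activation is computed from the nuclear over cytoplasmic p65 intensity ratio; values of inactives mirror those of a sister screen read the other way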
Bcl-B TR3 displacers = displacers of TR3 peptide from Bcl-B, primary screen, selectivity assay for Bfl-1 inhibitor project, biochemical, fluorescence polarization. 96,000 tested, 0.11% active. AID 748. FP displacement of FITC-TR3 peptide from Bcl-B; higher % means a stronger effect. one-dose displacement, % at 20 µM; IC50 in µM for titrated hits;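 active = displacement above 50% at 20 µM plus a fluorescence interference ratio under 1.5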;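 also: plate controls were wells without compound for no effect and wells lacking Bcl-B protein for full effect; a part of the inactive calls stands beside numbers as strong as those of hits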
MRP reversal = compounds reversing MRP-mediated drug resistance | H69AR cells + 2 uM doxorubicin, CellTiter-Glo, 72 h | differential viability (reversal), % at 10 µM | 85,000 tested, 0.04% active | AID 602;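 active = viability drop by adding the cancer drug above about 55%, with treated viability meeting a 40% cutoff, limit read from the data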;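 also: viability without doxorubicin minus viability with 2 µM doxorubicin for each compound; larger differential means the compound sensitizes cells more to doxorubicin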
PLAP inhibition = inhibition of human placental alkaline phosphatase – biochemical, luminescence, HTS (AID 690) | one-dose inhibition, % at 20 µM; IC50 in µM for titrated hits | purified PLAP, luminescent substrate; higher % means a stronger effect | 96,000 tested, 0.08% active; in the data active = a potency from the dose series; inactive = the rest, 99 in 100 with inhibition below about 30%; also: strong numbers were not always called active
NFkB transloc inh = blocks IL-1B driven NFkB nuclear translocation in HUVEC cells. HUVEC IL-1B NFkB p65 nuclear translocation imaging. inhibition, % at 2 µM. 94,000 tested, 0.43% active;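 active = inhibition above about 30% together with a positive call from visual inspection of the well image, limit read from the data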;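 also: nuclear over cytoplasmic p65 intensity ratio measured by imaging; 0% = IL-1B stimulated DMSO wells and 100% = unstimulated DMSO wells; values of inactives mirror those of a sister screen read the other way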
MRP reversal cytotoxicity = also measured in MRP reversal; calls as there; viability, %; H69AR cells, CellTiter-Glo, 72 h; measured here: cytotoxicity without doxorubicin
MRP reversal with doxorubicin = further read-out of MRP reversal, marked with its call; viability, %; measured here: viability with 2 uM doxorubicin; stronger effect = lower value
NFkB transloc inh cell count 2 µM = recorded beside NFkB transloc inh, whose call it bears; cell count; measured here: cells passing quality filter;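 raw number of nuclei counted in each imaged well without normalization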
IL1B NFkB pot cell count 2 µM = also measured in IL1B NFkB pot; calls as there; cell count; measured here: cells passing quality filter
* hit, by the source's call; . = no result given. Not all compounds are listed. The share of hits here may be higher or lower than overall.

structure	IL1B NFkB pot	IL1B NFkB pot cell count 2 µM	Bcl-B TR3 displacers	MRP reversal	MRP reversal cytotoxicity	MRP reversal with doxorubicin	PLAP inhibition	NFkB transloc inh	NFkB transloc inh cell count 2 µM
O=C(c1ccco1)N(CCCN1CCOCC1)c1nc(-c2ccc(Cl)cc2)cs1	8	121	-3%	8	52	44	-22%	-8	121
COc1ccccc1S(=O)Cc1ccc(C(=O)NCCc2ccc(Cl)cc2)o1 (stereo not drawn)	.	.	-11%	5	102	97	-47%	.	.
COc1cc(N)ccc1Cc1ccc(N)cc1OC	1	137	6%	-4	86	90	19%	-1	137
CCC(CC)c1nnc(NC(=O)C2COc3ccccc3O2)s1 (stereo not drawn)	-7	107	-3%	-9	76	85	-6%	7	107
CCS(=O)(=O)NCc1ccc2[nH]c3c(c2c1)CCCC3	4	185	31%	-5	97	102	-37%	-4	185
Cc1ccc(NC(=O)c2ccccc2F)nc1	21	166	-8%	-3	78	82	14%	-21	166
O=C(CN1CCN(c2cccc(C(F)(F)F)c2)CC1)Nc1cccc(C(F)(F)F)c1	-9	53	-6%	1	96	94	-43%	9	53
CN(C(=S)Nc1ccccc1F)C1(c2ccccc2Cl)CCCCC1=O (stereo not drawn)	8	126	-9%	-7	96	103	-15%	-8	126
COc1ccc(-c2nc(C#N)c(N3CCC(C(N)=O)CC3)o2)cc1	14	173	-3%	4	89	86	-1%	-14	173
O=C(CCCNS(=O)(=O)c1cccc2nsnc12)N1CCCCC1	6	136	-9%	10	102	92	12%	-6	136
CCN(C(=O)CSc1nnc(Cn2nnc3ccccc32)o1)c1nc(-c2ccccc2)cs1	5	62	13%	-20	66	86	2%	-5	62
Cc1ccc2[nH]c(=O)c(NC(N)=S)nc2c1	-10	149	17%	.	.	.	-10%	10	149
O=C(Cc1cccs1)Nc1nnc(Cc2ccccc2)s1	9	163	.	1	108	107	.	-9	163
CCOC(=O)N1CCC(N2C(=O)c3ccccc3C2Nc2cc(OC)c(OC)c(OC)c2)CC1 (stereo not drawn)	16	103	.	.	.	.	.	-16	103
O=C(CSc1nnc(-c2ccccc2)o1)OCc1ccccc1	69*	178*	-3%	.	.	.	20%	-69	178
NC(=O)c1c(NC(=O)c2cccs2)sc2c1CCCCCC2	.	.	-22%	4	86	82	18%	.	.
CCS(=O)(=O)N1CCC(NC(=O)C2CCCCC2)CC1	1	206	-9%	0	86	86	-2%	-1	206
CCN1C(=O)c2cccc3c(S(=O)(=O)Nc4ccncc4)ccc1c23	-9	119	0%	22	92	70	-4%	9	119
Cc1ccc(-c2nc(=S)c3c(n2Cc2ccco2)CCCC3)cc1	.	.	5%	6	62	56	-7%	.	.
Nn1c(CSc2nc3ccccc3o2)nnc1CSc1nc2ccccc2o1	21	157	-3%	4	80	76	16%	-21	157
O=S(=O)(c1cccc(-c2nnc(SCc3ccc(Cl)cc3)o2)c1)N1CCCCC1	-5	173	4%	-19	74	93	6%	5	173
COc1cccc(-c2csc(NC(C)=O)n2)c1	8	149	5%	-4	87	92	-6%	-8	149
CCCCC1CCC(c2nc(-c3ccccn3)no2)CC1 (stereo not drawn)	11	217	-2%	-1	99	100	-11%	-11	217
N#CC1=C(N)Oc2n[nH]c(-c3ccc(F)cc3)c2C1c1cccnc1 (stereo not drawn)	22	162	20%	-6	73	78	-98%	-22	162

A few values from the results shown:
NFkB transloc inh result of CCS(=O)(=O)NCc1ccc2[nH]c3c(c2c1)CCCC3 stands at -4
MRP reversal cytotoxicity result of Cc1ccc(NC(=O)c2ccccc2F)nc1 stands at 78
PLAP inhibition result of Cc1ccc(-c2nc(=S)c3c(n2Cc2ccco2)CCCC3)cc1 stands at -7%

Ordered by length of the SMILES (lowest first): 3 of the compounds above
structure	IL1B NFkB pot	IL1B NFkB pot cell count 2 µM	Bcl-B TR3 displacers	MRP reversal	MRP reversal cytotoxicity	MRP reversal with doxorubicin	PLAP inhibition	NFkB transloc inh	NFkB transloc inh cell count 2 µM
Nn1c(CSc2nc3ccccc3o2)nnc1CSc1nc2ccccc2o1	21	157	-3%	4	80	76	16%	-21	157
CCN1C(=O)c2cccc3c(S(=O)(=O)Nc4ccncc4)ccc1c23	-9	119	0%	22	92	70	-4%	9	119
O=S(=O)(c1cccc(-c2nnc(SCc3ccc(Cl)cc3)o2)c1)N1CCCCC1	-5	173	4%	-19	74	93	6%	5	173

Later entries:
structure	IL1B NFkB pot	IL1B NFkB pot cell count 2 µM	Bcl-B TR3 displacers	MRP reversal	MRP reversal cytotoxicity	MRP reversal with doxorubicin	PLAP inhibition	NFkB transloc inh	NFkB transloc inh cell count 2 µM
Cc1nn(Cc2ccccc2Cl)c2sc(C(=O)NCCCn3ccnc3)cc12	-14	167	-6%	1	65	64	-53%	14	167
Cc1ccc(C2(C(F)(F)F)NC(=O)N3C(=C2C#N)Nc2ccccc23)cc1 (stereo not drawn)	25	147	-72%	.	.	.	35%	-24	147
CCOC(=O)c1c(N)sc(C(=O)N2CCCC(C(N)=O)C2)c1C (stereo not drawn)	1	128	.	.	.	.	.	-1	128
O=C(C1=C(O)C(=O)N(CCN2CCOCC2)C1c1cccnc1)c1cc2ccccc2o1 (stereo not drawn)	-21	51	19%	8	101	92	-10%	21	51
COc1cc(OC)cc(-n2nnnc2SCC(=O)N2CCCC2)c1	-5	179	-4%	6	97	91	-18%	5	179
COC(=O)c1cc(NC2c3ccccc3C(=O)N2CCN2CCOCC2)cc(C(=O)OC)c1 (stereo not drawn)	11	162	-1%	9	88	79	-62%	-11	162
CCOC(=O)c1oc2nc3c(cc2c1N)COC(C)(C)C3	.	.	-9%	2	91	88	-10%	.	.
CCCC(C)NS(=O)(=O)c1ccccc1 (stereo not drawn)	7	172	-11%	-12	94	106	11%	-8	172
COc1ccc(C2NC(=S)NC3=C2CCc2cc(OC)ccc23)cc1 (stereo not drawn)	-2	106	-6%	.	.	.	-5%	2	106
COc1ccc(CC(=O)Nc2c3c(nn2-c2ccccc2C)CS(=O)C3)cc1 (stereo not drawn)	-2	108	.	-6	81	87	.	2	108
CC(=O)C1=C(C)NC(SCC(N)=O)=C(C#N)C1c1cccnc1 (stereo not drawn)	28	120	4%	10	98	87	7%	-28	120
Cc1ccc(CCNC(=O)C2CCC(CNc3c(N4CCCC4)c(=O)c3=O)CC2)cc1 (stereo not drawn)	18	201	10%	7	97	90	-49%	-18	201
CS(=O)(=O)N1CCc2cc(S(=O)(=O)Nc3ccc4oc5c(c4c3)CCCC5)ccc21	-5	189	-12%	-27	65	92	-23%	5	189
CCCSc1nc(SCC(=O)NCc2ccccc2)c2c3c(sc2n1)COC(C)(CC)C3 (stereo not drawn)	-9	119	-3%	0	37	38	-2%	9	119
O=C(CSc1nnnn1C1CCCC1)Nc1ccc2c(c1)OCO2	7	91	-2%	-10	77	87	-9%	-7	91
CSc1ncc(C(=O)O)c(C)n1	0	137	0%	.	.	.	15%	0	137
O=C(Nc1ccccc1)c1nnn(Cc2ccccc2)c1NC(=O)C(F)(F)F	17	151	-3%	13	93	80	-8%	-17	151
CCN(CC)S(=O)(=O)c1ccc(NC(=O)COC(=O)c2ccc(-n3nc(C)cc3C)cc2)cc1	-2	59	-9%	5	95	90	-64%	2	59
COc1cccc(C(=O)Nc2ccc3nc(N4CCOCC4)cc(C)c3c2)c1	5	60	2%	-11	47	58	-50%	-5	60
CN(CC(=O)NCCN1CCCCCC1)S(=O)(=O)c1cccc2nsnc12	17	122	-5%	12	94	82	-9%	-17	122
Cc1oc(/N=C/c2ccc(Cl)cc2)c(C#N)c1C	-6	135	-17%	-30	59	88	7%	6	135
COCCOC(=O)C1=C(N)Oc2c(oc(CO)cc2=O)C1c1ccccc1F (stereo not drawn)	1	104	4%	8	80	72	-4%	-1	104
CCOC(=O)Cc1nnc(NC(=O)c2cccc(OCC)c2)s1	3	137	-10%	-2	93	95	0%	-3	137
O=C(NCc1ccco1)C1CCN(C(=O)c2cc3sccc3n2Cc2ccc(Cl)cc2)CC1	0	102	-5%	-21	65	86	-48%	0	102
Cc1cc(C)c(C#N)c(SCC(=O)c2cc(C)n(CCc3ccccc3)c2C)n1	19	49	-1%	1	93	92	-4%	-19	49
CNC(=O)CSc1nc2c(c(=O)n(C)c(=O)n2C)n1Cc1ccc(C)cc1	12	149	-4%	7	93	86	-43%	-12	149
O=C(NCC1CCCO1)C1CCCN(Cc2cnn(-c3ccccc3)c2-n2cccc2)C1 (stereo not drawn)	5	136	-12%	36	57	22	-58%	-5	136
CC(NC(=O)Cn1c(NCCO)nc2ccccc21)c1ccccc1 (stereo not drawn)	11	108	6%	0	97	97	-32%	-11	108
O=C(Nc1ccc(S(=O)(=O)N2CCCC2)cc1Cl)C1=COCCO1	3	142	-4%	5	87	81	10%	-3	142
COc1ccc(N(CC(=O)N2CCC(C)CC2)S(=O)(=O)c2c(C)nn(C)c2C)cc1	-4	159	-3%	10	87	77	-56%	4	159
O=C(NC1(C(F)(F)F)NC(=O)N(Cc2cccnc2)C1=O)c1ccc(F)cc1 (stereo not drawn)	6	173	0%	9	88	79	-6%	-6	173
COc1ccc(NC(=O)CSc2nnc(-c3ccccc3)n2Cc2ccco2)c(OC)c1	0	135	-7%	9	89	80	-53%	0	135

Reformatted as labelled records: part of the list above.
molecule: Cc1cc(C)c(C#N)c(SCC(=O)c2cc(C)n(CCc3ccccc3)c2C)n1
- IL1B NFkB pot = 19
- IL1B NFkB pot cell count 2 µM = 49
- Bcl-B TR3 displacers = -1%
- MRP reversal = 1
- MRP reversal cytotoxicity = 93
- MRP reversal with doxorubicin = 92
- PLAP inhibition = -4%
- NFkB transloc inh = -19
- NFkB transloc inh cell count 2 µM = 49
molecule: CNC(=O)CSc1nc2c(c(=O)n(C)c(=O)n2C)n1Cc1ccc(C)cc1
- IL1B NFkB pot = 12
- IL1B NFkB pot cell count 2 µM = 149
- Bcl-B TR3 displacers = -4%
- MRP reversal = 7
- MRP reversal cytotoxicity = 93
- MRP reversal with doxorubicin = 86
- PLAP inhibition = -43%
- NFkB transloc inh = -12
- NFkB transloc inh cell count 2 µM = 149
molecule: O=C(NCC1CCCO1)C1CCCN(Cc2cnn(-c3ccccc3)c2-n2cccc2)C1 (stereo not drawn)
- IL1B NFkB pot = 5
- IL1B NFkB pot cell count 2 µM = 136
- Bcl-B TR3 displacers = -12%
- MRP reversal = 36
- MRP reversal cytotoxicity = 57
- MRP reversal with doxorubicin = 22
- PLAP inhibition = -58%
- NFkB transloc inh = -5
- NFkB transloc inh cell count 2 µM = 136
molecule: CC(NC(=O)Cn1c(NCCO)nc2ccccc21)c1ccccc1 (stereo not drawn)
- IL1B NFkB pot = 11
- IL1B NFkB pot cell count 2 µM = 108
- Bcl-B TR3 displacers = 6%
- MRP reversal = 0
- MRP reversal cytotoxicity = 97
- MRP reversal with doxorubicin = 97
- PLAP inhibition = -32%
- NFkB transloc inh = -11
- NFkB transloc inh cell count 2 µM = 108

(listing goes on)
structure	IL1B NFkB pot	IL1B NFkB pot cell count 2 µM	Bcl-B TR3 displacers	MRP reversal	MRP reversal cytotoxicity	MRP reversal with doxorubicin	PLAP inhibition	NFkB transloc inh	NFkB transloc inh cell count 2 µM
Cc1ccc(S(=O)(=O)n2cnc3cc([N+](=O)[O-])ccc32)cc1C	-9	159	-7%	.	.	.	1%	9	159
COc1ccc(NC(=O)CN2C(=O)C(C)Oc3ccccc32)cc1 (stereo not drawn)	10	125	-1%	.	.	.	14%	-10	125
N#CCCN(CCC#N)c1nncs1	13	164	-10%	10	96	86	-8%	-13	164
CCCCN1CCc2c1nc1ccc(Br)cc1c2N	5	90	1%	-11	68	79	55%	-5	90
O=C(O)c1ccc2c(c1)C(=O)N(C(Cc1ccccc1)C(=O)O)C2=O (stereo not drawn)	14	101	2%	12	98	86	-7%	-14	101
Cc1ccc(S(=O)(=O)/N=C(\N)Nc2nc(C)c3ccc(C)cc3n2)cc1	-2	126	-1%	.	.	.	-37%	2	126
CN(c1ccc(C(=O)O)cc1)S(=O)(=O)c1ccccc1	.	.	-4%	5	91	87	-6%	.	.
O=C(Nc1ccc(F)cc1)N(Cc1ccco1)Cc1cc2cc3c(cc2[nH]c1=O)OCO3	4	155	3%	-2	31	33	9%	-4	155
